CYP2C19 inh: blocks human cytochrome P450 2C19; P33261; CYP2C19 Supersomes, luciferin-H EGE luminescence, 30 min; inhibition, % at 5 µM; actives 21% (n = 96,000); AID 778;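 active = CYP2C19 inhibition above a set limit at 5 µM in the primary screen, cut at about 50% in these data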;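 note: plate controls were negative control wells for no effect and 2.5 mM tranylcypromine positive control for full effect; values of inactives mirror those of a sister screen read the other way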
Target sequence (P33261 whole entry, looked up): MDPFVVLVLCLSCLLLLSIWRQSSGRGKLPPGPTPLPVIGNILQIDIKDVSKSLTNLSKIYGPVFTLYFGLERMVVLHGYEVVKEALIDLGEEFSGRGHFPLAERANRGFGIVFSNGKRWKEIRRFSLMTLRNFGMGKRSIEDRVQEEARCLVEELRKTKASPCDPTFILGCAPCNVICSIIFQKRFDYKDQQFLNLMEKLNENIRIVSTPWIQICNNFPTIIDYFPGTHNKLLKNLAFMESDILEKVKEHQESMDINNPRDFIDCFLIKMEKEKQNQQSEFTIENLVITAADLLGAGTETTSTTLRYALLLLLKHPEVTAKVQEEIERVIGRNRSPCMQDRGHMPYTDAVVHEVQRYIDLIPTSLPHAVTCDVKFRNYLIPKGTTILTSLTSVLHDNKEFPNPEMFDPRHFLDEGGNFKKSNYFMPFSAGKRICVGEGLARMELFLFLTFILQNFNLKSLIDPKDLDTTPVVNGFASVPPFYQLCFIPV
CD11b adhes inh: blocks human CD11b/CD18 adhesion to fibrinogen; actives 0.54% (n = 93,000); AID 1497; P05107+P11215; inhibition, % at 10 µM; K562 CD11b/CD18 adhesion to fibrinogen, ATPlite luminescence; Mn2+ added to activate the integrin;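 active = primary inhibition of 50% or more at 10 µM, then 40% or more on retest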; note: some results filed as inactive read as strong as hits
CD11b adhes enh: increases human CD11b/CD18 adhesion to fibrinogen; actives 0.07% (n = 93,000); activation, % at 10 µM; P05107+P11215; AID 1499; K562 CD11b/CD18 adhesion to fibrinogen, ATPlite luminescence;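 active = 10 µM primary screen giving 50% or more activity, confirmed by 40% or more on retest at that dose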; note: strong numbers were not always called active; reference of the scale not given here
CYP2C19 act: activators of human cytochrome P450 2C19; P33261; recombinant CYP2C19, luciferin-H EGE luminescence; stronger effect = higher value; 0 = fully inhibited enzyme, 1 = untreated enzyme; activation factor at 5 µM; 96,000 tested, under 10 active; AID 1025;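 active = activation factor of at least 2 at 5 µM in the primary screen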;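 note: 0 = wells with 2.5 mM tranylcypromine and 1 = vehicle-only wells; values of inactives mirror those of a sister screen read the other way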
Pyk2 oligo antag: antagonists of human Pyk2 oligomerization; Q14289; Q293 cells, Pyk2 FERM NanoBiT luminescence; stronger effect = lower value; z-score (the deposit names both 25 µM and 10 µM); actives 0.83% (n = 99,000);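 active = Z-score of -3 or lower, scaled per plate to the spread of control and sample wells; inactive = z-score above -3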;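 note: negative z-score means lost luminescence so less FERM oligomerization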
CYP2C9 inh: inhibitors of human CYP2C9. P11712. CYP2C9 Supersomes, luciferin-H conversion, luminescence. inhibition, % at 5 µM. actives 20% (n = 96,000);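 active = blocking of liver enzyme CYP2C9 beyond about 50% at 5 µM, limit read from the data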; note: values of inactives mirror those of a sister screen read the other way
PLAP activator: activators of human placental alkaline phosphatase | P05187 | purified PLAP enzyme, luminescent substrate read-out; stronger effect = higher value | activation fold at 20 µM | actives 1.2% (n = 96,000) | AID 696; in the data active = activation fold above about 2
Target sequence (P05187 whole entry, looked up): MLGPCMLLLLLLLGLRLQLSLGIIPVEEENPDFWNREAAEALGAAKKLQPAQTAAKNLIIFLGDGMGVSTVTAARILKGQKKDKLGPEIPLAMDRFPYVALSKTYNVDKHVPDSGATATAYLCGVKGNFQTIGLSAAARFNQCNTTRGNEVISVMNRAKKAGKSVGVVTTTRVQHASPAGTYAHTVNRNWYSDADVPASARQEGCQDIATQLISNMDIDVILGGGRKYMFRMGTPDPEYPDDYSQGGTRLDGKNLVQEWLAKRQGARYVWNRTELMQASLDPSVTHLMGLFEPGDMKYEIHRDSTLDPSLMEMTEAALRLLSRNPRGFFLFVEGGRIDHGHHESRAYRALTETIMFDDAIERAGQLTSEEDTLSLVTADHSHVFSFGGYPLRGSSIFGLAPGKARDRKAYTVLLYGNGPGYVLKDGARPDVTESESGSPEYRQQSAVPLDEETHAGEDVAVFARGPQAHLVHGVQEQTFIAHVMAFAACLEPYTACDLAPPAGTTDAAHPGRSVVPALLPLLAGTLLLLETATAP
MT1-MMP txn act: MT1-MMP promoter transcription activation; AID 750; activation factor at 10 µM; actives 0.16% (n = 86,000); HT1080 MT1-MMP promoter luciferase reporter, luminescence, overnight; stronger effect = higher value;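 active = activation factor of at least 2 for MT1-MMP transcription at 10 µM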
CYP2C9 act: increases human cytochrome P450 2C9 activity; activation factor at 5 µM; recombinant CYP2C9, luciferin-H conversion, luminescence; stronger effect = higher value; factor 1 = untreated enzyme, 0 = blocked; AID 1024; P11712; actives 1.4% (n = 96,000);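 active = activation factor of 2 or more for CYP2C9 at a 5 µM dose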;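 note: 0 = sulfaphenazole-blocked wells and 1 = vehicle-only wells; values of inactives mirror those of a sister screen read the other way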
Active calls of the source: *.

The first 2 compounds (preview)
`Cc1ccc(-c2csc3ncnc(SCC(=O)NCc4ccc5c(c4)OCO5)c23)cc1` gave CYP2C19 inh 22, CYP2C19 act 0.8, Pyk2 oligo antag -1.5, CYP2C9 inh 57*, PLAP activator 0.7 and CYP2C9 act 0.4.
N#CCC1c2ccccc2CCN1C(=O)Nc1ccc(Cl)cc1 (centres undefined) was read as CYP2C19 inh 55*, CD11b adhes inh -15, CD11b adhes enh 0, CYP2C19 act 0.5, Pyk2 oligo antag -1.8, CYP2C9 inh 34, PLAP activator 0.8 and CYP2C9 act 0.7.

Main list, previewed entries included:
`Cc1ccc(-c2csc3ncnc(SCC(=O)NCc4ccc5c(c4)OCO5)c23)cc1` gave CYP2C19 inh 22, CYP2C19 act 0.8, Pyk2 oligo antag -1.5, CYP2C9 inh 57*, PLAP activator 0.7 and CYP2C9 act 0.4.
N#CCC1c2ccccc2CCN1C(=O)Nc1ccc(Cl)cc1 (centres undefined) was read as CYP2C19 inh 55*, CD11b adhes inh -15, CD11b adhes enh 0, CYP2C19 act 0.5, Pyk2 oligo antag -1.8, CYP2C9 inh 34, PLAP activator 0.8 and CYP2C9 act 0.7.
Cc1ccccc1NC(=O)COC(=O)CN1C(=O)NC(C)(C)C1=O was read as CYP2C19 inh 22, CD11b adhes inh -3, CD11b adhes enh 6, CYP2C19 act 0.8, Pyk2 oligo antag 0.44, CYP2C9 inh 16, PLAP activator 1.1, MT1-MMP txn act 1.1 and CYP2C9 act 0.8.
For Oc1ccc(F)cc1-c1cc(-c2ccc3c(c2)OCCO3)n[nH]1 the results were CYP2C19 inh 1, CD11b adhes inh 2, CD11b adhes enh -3, CYP2C19 act 1, Pyk2 oligo antag -0.03, CYP2C9 inh -7, PLAP activator 1, MT1-MMP txn act 1.6 and CYP2C9 act 1.1.
For COc1cc(-c2nnc(SC/C=C/c3ccccc3)n2N)cc(OC)c1OC the results were CYP2C19 inh 14, CYP2C19 act 0.9, Pyk2 oligo antag 0.02, CYP2C9 inh 7, PLAP activator 1, MT1-MMP txn act 1 and CYP2C9 act 0.9.
Screening O=C(COC(=O)Cc1cccc(C(F)(F)F)c1)NCC1CCCO1 (centres undefined) returned CYP2C19 inh -3, CD11b adhes inh -36, CD11b adhes enh 4, CYP2C19 act 1, Pyk2 oligo antag 0.46, CYP2C9 inh -40, PLAP activator 1, MT1-MMP txn act 0.9 and CYP2C9 act 1.4.
For CCN(CC#CCC1(O)c2ccccc2-c2ccccc21)CCO the results were CYP2C19 inh -4, CYP2C19 act 1, Pyk2 oligo antag 1.4, CYP2C9 inh -18, PLAP activator 1.1 and CYP2C9 act 1.2.
`Cc1cc(NC(=O)CSc2nnc(CNc3ccc(F)cc3)n2C2CCCCC2)no1` gave CYP2C19 inh 0, CD11b adhes inh -2, CD11b adhes enh -2, CYP2C19 act 1, Pyk2 oligo antag -0.34, CYP2C9 inh 14, PLAP activator 0.9, MT1-MMP txn act 1 and CYP2C9 act 0.9.
`COc1ccc(S(=O)(=O)NCc2ccc3c(c2)cc(C)n3C)cc1` gave CYP2C19 inh 76*, CD11b adhes inh -20, CD11b adhes enh 20, CYP2C19 act 0.2, CYP2C9 inh 18, PLAP activator 0.8, MT1-MMP txn act 1.1 and CYP2C9 act 0.8.
O=C(c1cccc2ccccc12)N1CCN(c2ccccc2F)CC1 was read as CYP2C19 inh 35, CD11b adhes inh 1, CD11b adhes enh -1, CYP2C19 act 0.6, Pyk2 oligo antag -0.35, CYP2C9 inh -15, PLAP activator 1, MT1-MMP txn act 1.1 and CYP2C9 act 1.1.
Cc1ccc(CCNC(=O)CCNS(=O)(=O)c2ccc3c(c2)oc(=O)n3C)cc1 was read as CYP2C19 inh 58*, CD11b adhes inh -5, CD11b adhes enh -8, CYP2C19 act 0.4, Pyk2 oligo antag 0.61, CYP2C9 inh 0, PLAP activator 1.1, MT1-MMP txn act 1.2 and CYP2C9 act 1.
C/C(=C\c1ccco1)C1C(C#N)=C(N)OC2=C1C(=O)CC(C)(C)C2 (centres undefined) was read as CYP2C19 inh 93*, CD11b adhes inh -3, CD11b adhes enh 4, CYP2C19 act 0.1, Pyk2 oligo antag 0.67, CYP2C9 inh 91*, PLAP activator 1.4, MT1-MMP txn act 1 and CYP2C9 act 0.1.
CCOc1cc(CNCCO)cc(Br)c1OCc1ccccc1Cl was read as CYP2C19 inh 55*, CD11b adhes inh 74*, CD11b adhes enh -7, CYP2C19 act 0.5, Pyk2 oligo antag 1.1, CYP2C9 inh -6, PLAP activator 1.5 and CYP2C9 act 1.1.
Screening CCN(CC)S(=O)(=O)c1cccc(C(=O)NC(Cc2c[nH]c3ccccc23)c2nnc3n2CCCCC3)c1 (centres undefined) returned CYP2C19 inh 6, CYP2C19 act 0.9, Pyk2 oligo antag 0.13, CYP2C9 inh 18, PLAP activator 1.3, MT1-MMP txn act 0.9 and CYP2C9 act 0.8.
Screening CCOC(=O)C(C)Sc1nc2ccccc2c(=O)n1CC (centres undefined) returned CYP2C19 inh 77*, CD11b adhes inh -6, CD11b adhes enh -2, CYP2C19 act 0.2, Pyk2 oligo antag 0.26, CYP2C9 inh 63*, PLAP activator 1.4 and CYP2C9 act 0.4.
For CCC(=O)NC(=S)Nc1ccc(-c2nc3ccccc3s2)cc1 the results were CYP2C19 inh 1, CD11b adhes inh 2, CD11b adhes enh 32, CYP2C19 act 1, Pyk2 oligo antag 0.12, CYP2C9 inh -12, PLAP activator 1 and CYP2C9 act 1.1.
Screening CCC(=O)Nc1cccc(NC(=O)c2cccnc2)c1 returned CYP2C19 inh 6, CD11b adhes inh -14, CD11b adhes enh -2, CYP2C19 act 0.9, Pyk2 oligo antag 1.9, CYP2C9 inh 6, PLAP activator 0.9, MT1-MMP txn act 1 and CYP2C9 act 0.9.
Screening CCCC(=O)Nc1nc2ccc(OCC)cc2s1 returned CYP2C19 inh 16, CD11b adhes inh 6, CD11b adhes enh -6, CYP2C19 act 0.8, CYP2C9 inh 23, PLAP activator 0.9, MT1-MMP txn act 1.5 and CYP2C9 act 0.8.
For CC(=O)N1CCc2cc(NC(=O)c3ccc(C)cc3)ccc21 the results were CYP2C19 inh -7, CD11b adhes inh 0, CD11b adhes enh -4, CYP2C19 act 1.1, Pyk2 oligo antag -0.67, CYP2C9 inh -15, PLAP activator 0.9, MT1-MMP txn act 0.7 and CYP2C9 act 1.1.
CCCCc1nn(-c2cc(Cl)ccc2OC)c2c1C(=O)CCC2 was read as CYP2C19 inh 97*, CD11b adhes inh 10, CD11b adhes enh 2, CYP2C19 act 0, CYP2C9 inh 92*, PLAP activator 1.7 and CYP2C9 act 0.1.
CC(CN1CCCCC1)OC(=O)c1ccccc1Cl (centres undefined) was read as CYP2C19 inh 39, CD11b adhes inh 13, CD11b adhes enh 2, CYP2C19 act 0.6, Pyk2 oligo antag 1.1, CYP2C9 inh 9, PLAP activator 1.1, MT1-MMP txn act 1.1 and CYP2C9 act 0.9.
Screening Clc1ccccc1Nc1ncnc2c1nnn2Cc1ccccc1 returned CYP2C19 inh 37, CD11b adhes inh -13, CD11b adhes enh -1, CYP2C19 act 0.6, Pyk2 oligo antag -1.4, CYP2C9 inh 2, PLAP activator 0.8, MT1-MMP txn act 1 and CYP2C9 act 1.
`COc1ccccc1NC(=S)NC(=O)C(C)C` gave CYP2C19 inh 16, CD11b adhes inh 2, CD11b adhes enh -2, CYP2C19 act 0.8, Pyk2 oligo antag 0.3, CYP2C9 inh 12, PLAP activator 1.1 and CYP2C9 act 0.9.
COc1ccc(-n2ncc3c(N4CCCc5ccccc54)ncnc32)cc1 was read as CYP2C19 inh 12, CD11b adhes inh 20, CD11b adhes enh -2, CYP2C19 act 0.9, Pyk2 oligo antag -1.1, CYP2C9 inh 1, PLAP activator 1.3, MT1-MMP txn act 0.7 and CYP2C9 act 1.
For COCCCNC(=O)c1cccn2c(=O)c3cc4ccccc4cc3nc12 the results were CYP2C19 inh 19, CD11b adhes inh -5, CD11b adhes enh -2, CYP2C19 act 0.8, Pyk2 oligo antag -0.79, CYP2C9 inh 50, PLAP activator 1.3, MT1-MMP txn act 1.9 and CYP2C9 act 0.5.
For CCOC(=O)C1=C(C)NC2=C(C(=O)C(C(=O)OCC)C(c3cccc(OC)c3)C2)C1c1ccccn1 (centres undefined) the results were CYP2C19 inh 20, CD11b adhes inh -19, CD11b adhes enh -4, CYP2C19 act 0.8, Pyk2 oligo antag 0.33, CYP2C9 inh 28, PLAP activator 1.2, MT1-MMP txn act 1 and CYP2C9 act 0.7.
For CCOC(=O)c1c(C)[nH]c(C)c1C(=O)CN1C(=O)NC2(CCC(C)CC2)C1=O (centres undefined) the results were CYP2C19 inh 50, CD11b adhes inh -3, CD11b adhes enh -6, CYP2C19 act 0.5, Pyk2 oligo antag -0.37, CYP2C9 inh -39, PLAP activator 0.8, MT1-MMP txn act 1.2 and CYP2C9 act 1.4.
Screening COCCOC(=O)C1=C(C)NC(=O)NC1c1c(OC)ncnc1OC (centres undefined) returned CYP2C19 inh 0, CD11b adhes inh -8, CD11b adhes enh -1, CYP2C19 act 1, Pyk2 oligo antag 0.7, CYP2C9 inh 1, PLAP activator 0.9, MT1-MMP txn act 1.2 and CYP2C9 act 1.
For Cc1ccsc1C(=O)OCC(=O)N1CCOCC1 the results were CYP2C19 inh 4, CD11b adhes inh 14, CD11b adhes enh -2, CYP2C19 act 1, Pyk2 oligo antag 0.62, CYP2C9 inh -7, PLAP activator 1.1, MT1-MMP txn act 1.3 and CYP2C9 act 1.1.
Screening CN1CCN(c2cc(=O)n(C3CCCCC3)c(=O)[nH]2)CC1 returned CYP2C19 inh -11, CD11b adhes inh -16, CD11b adhes enh 3, CYP2C19 act 1.1, CYP2C9 inh -7, PLAP activator 1, MT1-MMP txn act 1 and CYP2C9 act 1.1.
Cc1ccc(-n2ncc3c(NCCCn4ccnc4)ncnc32)c(C)c1 was read as CYP2C19 inh 73*, CD11b adhes inh -23, CD11b adhes enh 35, CYP2C19 act 0.3, CYP2C9 inh 80*, PLAP activator 1, MT1-MMP txn act 1.1 and CYP2C9 act 0.2.
COc1ccc(NC2=NC(=S)N(c3ccc(C)cc3)C23CCCCC3)cc1 was read as CYP2C19 inh -5, CYP2C19 act 1.1, Pyk2 oligo antag 0.81, CYP2C9 inh -3, PLAP activator 0.8 and CYP2C9 act 1.
Screening CSc1nnc(Cn2c(=O)sc3ccccc32)n1-c1cccc(Cl)c1 returned CYP2C19 inh 9, CD11b adhes inh 3, CD11b adhes enh -3, CYP2C19 act 0.9, Pyk2 oligo antag -0.48, CYP2C9 inh 32, PLAP activator 1.3, MT1-MMP txn act 1.2 and CYP2C9 act 0.7.
For CCOC(=O)c1sc(NC(=S)NC(=O)c2ccccc2Cl)c(C(=O)OCC)c1C the results were CYP2C19 inh 19, CD11b adhes inh -26, CD11b adhes enh -2, CYP2C19 act 0.8, Pyk2 oligo antag 0.75, CYP2C9 inh 41, PLAP activator 1.2 and CYP2C9 act 0.6.
For CC(=O)OCC(=O)NCc1ccc2c(c1)OCO2 the results were CYP2C19 inh 5, CD11b adhes inh -12, CD11b adhes enh -1, CYP2C19 act 0.9, Pyk2 oligo antag 0.64, CYP2C9 inh -3, PLAP activator 0.9, MT1-MMP txn act 1.1 and CYP2C9 act 1.
`O=C(O)c1ccc(CNC(=O)c2ccc(Br)o2)cc1` gave CYP2C19 inh -6, CD11b adhes inh 18, CD11b adhes enh -2, CYP2C19 act 1.1, Pyk2 oligo antag 1.6, CYP2C9 inh -2, PLAP activator 1, MT1-MMP txn act 1.3 and CYP2C9 act 1.
`CC(/C=C/c1ccccc1)=N\NC(=O)c1ccncc1` gave CYP2C19 inh 40, CYP2C19 act 0.6, Pyk2 oligo antag 0.23, CYP2C9 inh 49, PLAP activator 1.9 and CYP2C9 act 0.5.

Screens deposited in PubChem by Sanford-Burnham Center for Chemical Genomics.
